# MITF inh: MITF inhibitors, primary screen, biochemical, AlphaScreen, human | Microphthalmia-associated transcription factor (Homo sapiens), O75030 | actives 0.91% (n = 650,000) | AlphaScreen MITF homodimerization, bead proximity signal | inhibition, % at 2.6 µM | AID 1259374, 2018; in the data active = inhibition above about 50%;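 note: 0% = vehicle wells with protein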
# Target sequence (O75030 whole entry, looked up): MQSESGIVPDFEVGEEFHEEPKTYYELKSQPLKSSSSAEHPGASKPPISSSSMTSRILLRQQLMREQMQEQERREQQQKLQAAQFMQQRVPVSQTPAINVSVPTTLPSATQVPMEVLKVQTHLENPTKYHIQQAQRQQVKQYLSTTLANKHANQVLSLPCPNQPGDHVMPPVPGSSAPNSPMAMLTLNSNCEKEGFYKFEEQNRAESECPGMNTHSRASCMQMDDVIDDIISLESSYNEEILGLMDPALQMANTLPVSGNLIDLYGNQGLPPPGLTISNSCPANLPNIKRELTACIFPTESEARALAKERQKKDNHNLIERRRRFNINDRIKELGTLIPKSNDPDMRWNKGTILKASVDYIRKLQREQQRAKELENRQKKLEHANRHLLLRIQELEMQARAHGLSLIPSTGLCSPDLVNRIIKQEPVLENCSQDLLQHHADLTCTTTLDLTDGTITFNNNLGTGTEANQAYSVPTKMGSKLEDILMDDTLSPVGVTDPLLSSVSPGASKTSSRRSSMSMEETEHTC
# GPR151 activ: activators of human GPR151, primary screen, cell-based, PathHunter beta-arrestin, luminescence. actives 1% (n = 650,000). G-protein coupled receptor 151 (Homo sapiens), Q8TDV0. activation, % at 11.2 µM. PathHunter beta-arrestin GPR151 cells; in the data active = activation above about 4.9%;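 note: 0% = median of compound wells and 100% = cells with positive control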
# Target sequence (Q8TDV0 whole entry, looked up): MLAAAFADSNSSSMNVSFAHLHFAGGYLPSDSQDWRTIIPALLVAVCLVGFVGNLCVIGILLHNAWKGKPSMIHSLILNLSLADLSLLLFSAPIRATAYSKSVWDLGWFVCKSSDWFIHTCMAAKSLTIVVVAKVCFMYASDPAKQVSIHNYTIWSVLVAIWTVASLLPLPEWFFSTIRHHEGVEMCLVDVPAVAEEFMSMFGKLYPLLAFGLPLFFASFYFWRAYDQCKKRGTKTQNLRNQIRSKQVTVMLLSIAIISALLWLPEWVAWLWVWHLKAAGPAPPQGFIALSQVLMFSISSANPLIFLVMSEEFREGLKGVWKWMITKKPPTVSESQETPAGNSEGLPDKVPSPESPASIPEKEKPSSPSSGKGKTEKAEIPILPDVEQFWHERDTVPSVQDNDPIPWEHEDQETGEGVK
# FBW7 activator: FBW7 E3 ligase activators, primary screen, biochemical, AlphaScreen, human; F-box/WD repeat-containing protein 7 (Homo sapiens), Q969H0; AlphaScreen FBW7–phospho-cyclin E peptide binding, activator screen; normalized activity (activation), % at 26.1 µM; actives 0.13% (n = 650,000); in the data active = normalized activity above about 1.9%;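 note: purified mutant Fbw7 with reduced substrate affinity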
# TEAD-YAP block: TEAD-YAP interaction inhibition, primary screen, TEAD-YAP interaction inhibitor project, luminescence, HEK-TIYL cells; TEAD-Gal4/YAP UAS-luciferase luminescence; inhibition, % at 9.12 µM; actives 1.4% (n = 640,000); in the data active = inhibition above about 32%;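 note: 0% = median of test compound wells and 100% = reference inhibitor wells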
# * = called active by the depositor; . = not tested or not shown.
entry	SMILES	MITF inh	GPR151 activ	FBW7 activator	TEAD-YAP block
1	COc1ccc(C2C=C(c3ccc(Cl)cc3)Nc3nnnn32)c(OC)c1 (centres undefined)	1	-1.0	-0.1	0
2	CCOc1ccc(/C=N/OC(=O)/C=C/c2ccccc2)cc1	-6	0.9	0.0	-9
3	O=C(NCC(c1ccc2c(c1)OCO2)N1CCN(c2ccccc2F)CC1)c1c(F)cccc1F (centres undefined)	7	0.3	-0.1	-5
4	CCOc1ccc(/C=C2\N=C(c3ccc(Cl)c(Cl)c3)OC2=O)cc1	-7	1.8	-0.1	-1
5	O=C1OC(c2ccc(Br)cc2)=N/C1=C\c1ccccc1Cl	5	0.0	0.1	0
6	Cc1cccc(NS(=O)(=O)c2coc(C(N)=O)c2)c1C	20	0.5	0.8	-2
7	COc1ccc(-c2cc(C(=O)N/N=C(\C)c3cccs3)[nH]n2)cc1	-3	-2.7	0.3	15
8	S=c1ccc(-c2ccc(Cl)cc2)nn1-c1ccccc1	-2	1.5	-0.4	0
9	C=CCSc1nsc(NC(=O)Nc2cccc(C(C)=O)c2)n1	16	-0.8	0.2	12
10	Nc1ccc2nc(-c3ccc([N+](=O)[O-])cc3)[nH]c2c1	3	-4.7	0.1	-13
11	O/N=C/c1ccccc1OCc1cccc(F)c1	4	3.1	0.0	-20
12	Cc1cccc(NC(=O)c2ccc(Cl)cc2Cl)n1	0	-1.2	0.0	-31
13	COc1ccc(NC(=O)CCn2c(=S)oc3ccccc32)c([N+](=O)[O-])c1	-8	2.1	0.1	-5
14	O=C(Cn1ncn2cccc2c1=O)N1CCc2ccccc2C1	66*	-0.4	0.2	7
15	Cc1ccc(C2=NNC(c3ccncc3)=Nc3ccccc32)o1	10	0.6	-0.2	-12
16	COc1cc(/C=C(\C#N)C(=O)Nc2ccc(C)c(Cl)c2)ccc1OCC(N)=O	-7	0.1	-0.1	-17
17	c1ccc(-n2ncc3c(NC4CCCC4)nnnc32)cc1	9	0.6	0.7	-3
18	COc1ccc(N2C(=O)/C(=C/C=C/c3ccco3)C(=O)NC2=S)c(OC)c1	76*	2.1	-1.0	9
19	Cc1ccc2nc(-c3ccc(C)c(NC(=O)c4ccc(Cl)cc4Cl)c3)oc2c1	-13	-0.1	0.0	-36
20	CC(=O)N1CCc2c(sc(NC(=O)C(C)C)c2C(N)=O)C1	-15	1.4	-0.1	10

# Next part; it opens with the 4 that closed the last part.
entry	SMILES	MITF inh	GPR151 activ	FBW7 activator	TEAD-YAP block
17	c1ccc(-n2ncc3c(NC4CCCC4)nnnc32)cc1	9	0.6	0.7	-3
18	COc1ccc(N2C(=O)/C(=C/C=C/c3ccco3)C(=O)NC2=S)c(OC)c1	76*	2.1	-1.0	9
19	Cc1ccc2nc(-c3ccc(C)c(NC(=O)c4ccc(Cl)cc4Cl)c3)oc2c1	-13	-0.1	0.0	-36
20	CC(=O)N1CCc2c(sc(NC(=O)C(C)C)c2C(N)=O)C1	-15	1.4	-0.1	10
21	COC(F)(C(=O)Nc1ccc(C)c(Br)c1C(=O)O)C(F)(F)F (centres undefined)	-13	1.3	-0.1	2
22	O=C(O)c1ccc(CNCc2ccccc2)s1	6	-0.2	1.1	0
23	O=[N+]([O-])c1ccc(-c2nc(-c3ccccc3)c(-c3ccccc3)[nH]2)cc1	-4	3.8	-0.2	0
24	COC(=O)C1=C(C)NC2=C(C(=O)CC(c3ccc(OC)c(OC)c3)C2)C1c1cc(OC)c(OC)cc1OC (centres undefined)	18	0.7	0.2	6
25	C=Cc1ccc(Cn2c(C)c(CNC3CCCCCCC3)c(C(=O)O)c2C)cc1	30	-0.2	0.1	2
26	O=c1c2sccc2nc(SCC2OCCO2)n1-c1ccc(Br)cc1	7	0.8	-0.1	3
27	COC(=O)c1ccccc1NC(=O)c1sc2ncnc(N3CCN(c4ccccc4)CC3)c2c1C	4	0.6	0.0	1
28	Cn1c(=O)n2n(c1=O)[C@H]1[C@H](O)[C@@H]3O[C@@H]3/C(=N\OC[C@@H](O)COCc3ccco3)[C@H]1CC2	-5	1.1	0.0	.
29	COc1ccc(-n2c(=S)[nH]c3cc(C(=O)NCCCn4ccnc4)ccc3c2=O)cc1OC	15	1.4	0.2	1
30	Nc1ccc([N+](=O)[O-])cc1-c1nc2ccccc2[nH]c1=O	-1	-2.5	-0.1	-14
31	Cc1ccc(NC(=O)c2sc3nc4c(c(-c5cccs5)c3c2N)CCCC4)cc1C	-6	2.3	0.5	-3
32	Cc1cccc(OCC(=O)N2CCC(N3CCCCCC3)CC2)c1	-27	-1.1	-0.1	-8
33	CCN(CC)C(=O)Cc1csc2nc(-c3ccc(F)cc3)cn12	-6	0.3	0.4	-3
34	O=C(NCCNc1ncnc2sc3c(c12)CCCC3)c1ccccc1	12	-0.7	0.2	11
35	CSc1nnc(CNS(=O)(=O)c2ccc(F)cc2)n1C	-3	0.5	-0.1	-2
36	CCOC(=O)c1[nH]c(C)c(C(=O)c2ccc(C)cc2)c1C	6	1.3	-0.1	34*
37	C/C(N)=C(/C#N)C(=O)CSc1n[nH]c(N)n1	5	-1.8	0.1	5
38	COCc1cc(C)nc2sc(C(=O)Nc3cccc(Br)c3)c(N)c12	0	0.5	0.1	-72
39	COc1cccc(C2c3c(oc4ccc(C)cc4c3=O)C(=O)N2CCCN2CCOCC2)c1 (centres undefined)	5	1.6	0.1	-52
40	Cc1nc(CCNC(=O)Cc2ccc(F)cc2)cs1	-10	0.4	0.4	-4
41	CCCOc1ccc(/C(O)=C2/C(=O)C(=O)N(CCN(CC)CC)C2c2ccc(OC)c(OC)c2)cc1C (centres undefined)	-12	2.4	-0.1	1
42	CCCCNc1ncnc2scc(-c3ccccc3)c12	19	3.2	0.8	56*
43	NC(=O)C1CCN(c2ncnc3c(-c4ccc(F)cc4)nsc23)CC1	11	0.9	0.2	-20
44	Cn1cc(/C(Cc2ccccc2)=N\O)c2ccccc21	-1	-0.1	0.0	5
45	C=CCOc1ccc(C2C3=C(CC(C)(C)CC3=O)N(CC)C3=C2C(=O)CC(C)(C)C3)cc1	13	-0.1	0.0	0
46	O=C(CCC1(Cc2cccc3ccccc23)CCC(=O)N1)NCCc1ccco1 (centres undefined)	3	-0.2	0.1	-5
47	CCCC1=C(C(=O)OCC)C(c2cc(OC)ccc2OC)n2c(s/c(=C\c3ccc([N+](=O)[O-])o3)c2=O)=N1 (centres undefined)	8	-0.4	0.0	3
48	CCC1CN(C(=O)Cc2csc(C)n2)Cc2ccc(Cl)cc2O1 (centres undefined)	10	-1.1	0.2	10
49	Cc1cccc(NC(=O)C2CCCN(C(=O)Nc3ccccc3)C2)c1C (centres undefined)	2	1.4	-0.1	16
50	O=C(NCCC1=CCCCC1)c1ccc2nc(-c3cccs3)c(-c3cccs3)nc2c1	15	-1.3	0.6	1
51	O=C1NC(=S)N/C1=C/c1ccc(-c2ccc(C(=O)O)c(Cl)c2)o1	1	0.1	-0.2	-4
52	O=C(COC(=O)c1ccc(CO)cc1)Nc1cccc(C(F)(F)F)c1	5	2.8	0.0	-1
53	COc1cccc(NC(=O)NCc2nc(-c3cccnc3)n[nH]2)c1	4	0.9	0.0	15
54	CCCC(=O)N1c2ccccc2NC2=C(C(=O)CCC2)C1c1ccc(N(CC)CC)cc1 (centres undefined)	-4	-0.8	-0.2	10
55	CN1CCc2nc(NC3=NCCCCC3)sc2C1	8	-1.2	0.1	-3
56	COc1cc(S(=O)(=O)n2ccc(C)n2)c(C)cc1C	17	0.0	0.3	-2
57	CCCC(=O)Nc1nnc(C2CCCCC2)s1	-6	2.0	-0.1	-8
58	O=C1C2C3C=CC(C2C(=O)N1CCO)C1C(=O)N(CCO)C(=O)C31 (centres undefined)	10	-1.3	0.2	-3
59	Cc1ccc(C)c(S(=O)(=O)N2CCN3C(=O)[C@@H](Cc4ccccc4)NC(=O)[C@H]3C2)c1	-7	-1.3	-0.2	-2
60	N#CC1=C(N)Oc2n[nH]c(C(F)(F)F)c2C1c1ccccc1Cl (centres undefined)	19	-1.2	0.1	10

# Molecules listed so far that have a cyano group (3):
entry	SMILES	MITF inh	GPR151 activ	FBW7 activator	TEAD-YAP block
16	COc1cc(/C=C(\C#N)C(=O)Nc2ccc(C)c(Cl)c2)ccc1OCC(N)=O	-7	0.1	-0.1	-17
37	C/C(N)=C(/C#N)C(=O)CSc1n[nH]c(N)n1	5	-1.8	0.1	5
60	N#CC1=C(N)Oc2n[nH]c(C(F)(F)F)c2C1c1ccccc1Cl (centres undefined)	19	-1.2	0.1	10

# (further entries)
entry	SMILES	MITF inh	GPR151 activ	FBW7 activator	TEAD-YAP block
61	Cc1csc(NC(=O)c2cccc([N+](=O)[O-])c2C(=O)O)n1	2	0.1	0.2	5
62	CCOc1ccccc1C1C(C(=O)Nc2ccc(OC)cc2)=C(C)Nc2ncnn21 (centres undefined)	4	-1.2	-0.1	9
63	CC(NC(=O)C1CCCN(C(=O)N(C)C)C1)c1ccccc1 (centres undefined)	4	0.7	-0.1	-5
64	CCCCCC(=O)N1c2ccccc2NC2=C(C(=O)CC(c3ccc(C)cc3)C2)C1c1cccc(F)c1 (centres undefined)	1	2.1	0.1	2
65	N#Cc1ccsc1NC(=O)CCSc1ccccc1	-2	-0.8	0.0	-34
66	CCOc1ccccc1-n1c(SCC(=O)NC(C)CC)nnc1-c1ccccn1 (centres undefined)	8	0.4	0.0	-3
67	COc1ccc(COC(=O)C2=C(C)NC(=O)NC2c2ccc(OC)c(OC)c2)cc1 (centres undefined)	-6	2.5	-0.2	-5
68	O=C(NNC(=O)c1ccccc1[N+](=O)[O-])c1ccc(NC(=O)c2ccccc2[N+](=O)[O-])cc1	12	0.2	1.0	-13
69	Cc1ccc2oc(=O)n(CC(=O)OCCC(C)C)c2c1	-7	1.8	0.0	-5
70	NC(=O)c1c(NC(=O)Nc2ccc(Cl)cc2)sc2c1CCCC2	-5	0.0	-0.1	-8
71	C=COCCNC(=O)C(=O)Nc1ccc(F)cc1	-11	-0.6	-0.1	-2
72	CN(C)c1nc(OCC(=O)NC(C)(C)C)nc(N(C)C)n1	-14	0.9	0.3	0
73	CCOc1ccc(CN2CCC(C(=O)N3CCCC3)CC2)cc1	40	0.9	-0.1	1
74	CN(C)CCCNC(=O)COc1ccc(Br)cc1	9	0.1	-0.2	13
75	Cc1ccc(-c2nn3c(C)nnc3c3ccccc23)cc1S(=O)(=O)N1CCOCC1	5	-0.4	-0.1	4
76	CCOCCn1c(=O)c2c(nc3n2CC(C)CN3c2ccc(C)c(C)c2)n(C)c1=O (centres undefined)	8	0.3	0.0	7
77	CCOc1ccc(-c2nc3cc(NC(=O)c4ccc(Br)cc4)ccc3o2)cc1	13	4.1	-0.1	1
78	Cc1cccc(N(CC(=O)N2CCCC2)S(=O)(=O)c2ccc(Cl)cc2)c1	-3	1.5	-0.1	11
79	CN(C)c1ccc(C(=O)n2nnc3ccccc32)cc1	61*	-0.1	-0.2	0
80	O=c1c2ccccc2nc(SCc2csc3ccc(Cl)cc23)n1Cc1ccc2c(c1)OCO2	7	-0.7	0.2	1
81	CNC(=O)CN(Cc1ccc(Cl)cc1)S(=O)(=O)c1c(C)cc(C)cc1C	5	3.0	0.0	-1
82	O=C(O)CC12CC3CC(C1)CC(n1ncc(NC4CCCC4)c(Cl)c1=O)(C3)C2	16	-0.7	0.0	7
83	CSc1ccccc1C(=O)N1CCC2(CCC(CNC(=O)c3ccccc3F)O2)CC1 (centres undefined)	12	-0.4	0.0	10
84	CCc1nc(SCC(=O)Nc2cccc(C(C)=O)c2)[nH]c(=O)c1C	-3	-0.8	-0.1	-3
85	CCCCNC(=O)c1nn(C)c2c1CSc1ccccc1-2	11	-1.4	0.3	-12
86	Cc1ccc(S(=O)(=O)CC(=O)Nc2cccc(F)c2)cc1	-18	-0.5	0.0	-12
87	O=C(Nc1ccccc1Cl)/C(=C\c1ccc([N+](=O)[O-])cc1)NC(=O)c1ccccc1Br	-5	1.7	-0.1	-9
88	CCOc1ccc(N2CC(O)(c3ccccc3)[N+]3=C2SCCC3)cc1 (centres undefined)	-8	0.0	-0.4	-8
89	CCOC(=O)C1CCN(C(=O)C(C(=O)c2ccccc2)n2ccccc2=O)CC1 (centres undefined)	22	1.2	1.2	-9
90	CSCCC(NC(=O)c1ccco1)C(=O)Nc1ccc(C)c(F)c1 (centres undefined)	2	-0.9	0.1	-7
91	CC(C)NC(=O)CSc1nnc(-c2ccc(S(=O)(=O)N3CCCC3)cc2)n1C	0	1.7	0.0	3
92	Cc1ccc(C(=O)c2cn(CC(=O)Nc3ccc(C)c(C)c3)c3ccc(Cl)cc3c2=O)cc1	-1	-0.5	0.0	-5
93	O=C(c1cnc(CN2CCCC2)s1)N1CCc2c([nH]c3ccccc23)C1c1ccccn1 (centres undefined)	-2	0.3	-0.1	2
94	COCCCNC(=O)C1c2ccccc2C(=O)N2CCc3ccccc3C12 (centres undefined)	16	-0.8	0.3	0
95	COc1cc(/C=C(/C#N)c2nnc3n2CCCCC3)ccc1O	10	-0.4	0.1	11
96	O=c1c(Oc2ccccc2Br)c(C(F)(F)F)oc2c(CN3CCCCCC3)c(O)ccc12	2	0.1	0.6	7
97	CC(C)(C)C(=O)COC(=O)c1cccc(S(=O)(=O)NCc2ccccc2)c1	6	2.3	0.1	7
98	O=C(Cn1cnc2ccccc21)NC1(c2cccc(F)c2)CCCC1	-17	-0.3	-0.2	-1

# Screening results from PubChem BioAssay.
